DT40 TDP1 no CPT: qHTS for Inhibitors of human tyrosyl-DNA phosphodiesterase 1 (TDP1): qHTS in cells in absence of CPT | DT40 Tdp1-/- hTDP1 cells, no CPT, ATP luminescence, 48 h | Potency, µM (doses to about 46.2 µM), inactives show top-dose activity change, negative = growth inhibition, usual class: inhibitors | 420,000 tested, 15% active | AID 686978, 2013; also: nearly all actives have a fitted effect of over 55% in size
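Stably hTDP1-transfected Tdp1-null chicken DT40 cells were treated with library compounds minus camptothecin and grown for at least 48 hr at 37 °C, after which cellular ATP was quantified by luminescence.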
DT40 TDP1 CPT: growth inhibition of DT40 Tdp1-/-;hTDP1 cells with camptothecin (screen for TDP1 inhibitors); chicken DT40 Tdp1-/-;hTDP1 cells + 20 nM CPT, ATP luminescence, 48 h; 420,000 tested, 12% active; Potency, µM (top dose mostly 46.2 µM), for inactives: at the highest dose activity change, negative = growth inhibition, actives largely listed as inhibitors; AID 686979; also: nearly all actives have a fitted effect of over 55% in size
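Cell growth measured by CellTiter-Glo luminescence after a minimum 48 h, 37 C compound exposure with 20 nM CPT in Tdp1-knockout DT40 cells stably expressing hTDP1, seeded 400/well; qHTS titration format.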
TDP1 inh: inhibitors of human tyrosyl-DNA phosphodiesterase TDP1; recombinant TDP1, AlphaScreen DNA substrate cleavage; Potency, µM (series often up to 130 µM), for the others: at the top dose activity change, negative = inhibition, most hits filed as inhibitors; 350,000 tested, 0.28% active; Q9NUW8; AID 485290; also: nearly all actives have a fitted effect of over 40% in size
Target sequence (Q9NUW8 whole entry, looked up): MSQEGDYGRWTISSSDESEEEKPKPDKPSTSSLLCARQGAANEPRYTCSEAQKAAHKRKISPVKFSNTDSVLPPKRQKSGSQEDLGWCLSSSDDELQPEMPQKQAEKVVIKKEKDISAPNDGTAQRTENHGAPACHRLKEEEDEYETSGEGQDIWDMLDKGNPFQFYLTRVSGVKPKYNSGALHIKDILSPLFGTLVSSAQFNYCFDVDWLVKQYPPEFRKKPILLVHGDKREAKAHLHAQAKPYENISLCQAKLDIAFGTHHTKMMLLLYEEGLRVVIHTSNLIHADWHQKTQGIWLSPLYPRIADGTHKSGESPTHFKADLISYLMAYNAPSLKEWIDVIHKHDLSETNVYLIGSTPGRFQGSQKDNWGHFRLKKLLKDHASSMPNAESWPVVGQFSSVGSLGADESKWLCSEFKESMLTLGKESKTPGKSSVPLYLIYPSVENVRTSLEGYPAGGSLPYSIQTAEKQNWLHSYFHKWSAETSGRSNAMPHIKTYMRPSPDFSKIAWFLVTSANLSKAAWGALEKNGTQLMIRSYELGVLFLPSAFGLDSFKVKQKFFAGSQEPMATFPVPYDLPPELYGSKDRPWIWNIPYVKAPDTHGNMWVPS
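AlphaScreen read-out: signal falls as enzyme removes the 3' tyrosine-FITC from a 5'-biotinylated DNA oligo (15 nM, 5 min, RT). Enzyme was E. coli-made recombinant Tdp1 at 1 nM, exposed to compound for 15 min beforehand; beads 10 ug/ml, 10 min.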
An asterisk follows results filed as active; u = inconclusive; x = not tested or not shown; [ ] = another dose, or the depositor's remark. Calls follow the shape of the dose curve; as a rule, active = well fitted curve in the direction sought with a large enough effect; inconclusive = small, poorly fitted or top-dose-only effect, or another doubt; inactive = no such curve, though single readings can be large; an effect the other way counts as inactive or inconclusive. % is scaled to controls: 0 for no effect and ±100 for the full control effect; potency is read from the fitted curve at half-maximal effect.

smiles	DT40 TDP1 no CPT	DT40 TDP1 CPT	TDP1 inh
Cc1ccccc1C(=O)Nc1ccc(O)cc1C(=O)O	1.6%	-9.1%	-5.5%
CCCNC(=O)C1(C)CCCN(C(=O)c2cc(C)n(C(C)(C)C)n2)C1 (stereo not drawn)	u	u	x
CCOc1ccccc1NC(=O)c1cc(=O)c2ccc(C)cc2o1	-19.5%	-1.8%	-3.7%
COc1cccc(NC(=O)Cn2c(=O)n(Cc3ccc(C(=O)NCc4ccc(C)cc4)cc3)c(=O)c3ccccc32)c1	-9.7%	-8.6%	7.5%
Cc1cc(N2CCN(c3ccccc3)CC2)n2cnnc2n1	u	u	4.7%
O=C(COc1ccc2c3c(c(=O)oc2c1)CCCC3)N[C@@H](Cc1ccccc1)C(=O)O	-4.0%	23.1%	x
O=c1cnc2cncnc2n1Cc1ccccc1Cl	1.3µM*	2.31µM*	x
Cc1nn(C)c(Cl)c1S(=O)(=O)N(Cc1ccco1)c1ncnc2nc[nH]c12	-10.2%	-8.8%	1.2%
O=C(NCc1ccco1)c1ccc(Cl)c(S(=O)(=O)Nc2ccccc2)c1	-7.4%	13.2%	2.4%
COc1cc2c(cc1OC)C(c1cc(OC)c(OC)c(OC)c1)C1(O)C(=O)OCC1(O)C2 (stereo not drawn)	0.2%	-0.8%	x
COc1ccc(C(CNC(=O)COc2c(C)cc(C)cc2C)N2CCOCC2)cc1 (stereo not drawn)	u	u	1.2%
O=C(c1ccc(F)cc1Cl)N1CCN(S(=O)(=O)c2cccs2)CC1	-20.2%	-17.3%	1.9%
Cn1nc(NC(=O)C2CCC2C(=O)O)c2c(F)cccc21 (stereo not drawn)	-18.5%	-0.7%	6.5%
COc1ccccc1-c1n[nH]nc1C1=CC(=O)CC(C)(C)C1	-0.8%	4.2%	x
Cc1ccc(NC(=O)c2cccc(S(=O)(=O)NCc3ccccc3)c2)nc1	u	u	-1.5%
COc1cc(C(=O)N=c2sc3ccccc3n2C)cc(OC)c1OC	8.2µM*	7.31µM*	-7.7%
CCc1ccc(C2c3c(n[nH]c3C)C(=O)N2c2ccc(C)cc2)cc1 (stereo not drawn)	u	u	-2.3%
Cc1ccc(SCC(=O)Nc2ccccc2C(=O)N2CCOCC2)cc1	-15.4%	-15.6%	0.0%
Cc1ccccc1N/N=C/c1c(C)nc2ccccn12	u	u	x
CCCc1cc(C(=O)NNC(=S)Nc2cccc(C)c2)cs1	u	-22.1%	5.4%
N#CCSc1nc2c(cc1C#N)CCCC2	u	-16.8%	-1.0%
O=C1C=CC(c2ccccc2)(c2ccccc2)CC1	u	u	x
COc1ccc(-c2cc(C(F)F)n3ncc(C(=O)Nc4cc(C)on4)c3n2)cc1	-25.5%	21.5%	5.6%
COc1ccc(-c2cc(OC(=O)c3cccc(Cl)c3)c3c(C)oc(C)c3c(=O)c2)cc1OC	u	u	4.9%
COc1cccc(NC(=O)c2ccc(-n3cnnn3)cc2)c1	-1.3%	-5.8%	3.2%
CCN(CC)CCn1c(SCC(=O)Nc2cccc(OC)c2)nc2c(sc3ccccc32)c1=O	4.61µM*	18.4µM*	7.4%
COc1ccc(NC(=O)CN(C)C(=O)c2oc3c(ccc4ccccc43)c2C)cc1	u	-27.0%	2.4%
CCCCCCCCC(c1nc2ccccc2[nH]1)N1CCN=C(c2ccccc2)C1=O (stereo not drawn)	u	u	x
O=C(c1cc(-c2ccccn2)nc2ccccc12)N1CCN(c2ncccn2)CC1	u	-25.8%	-7.7%
CC1=C(C#N)C(=O)OC(C)(C)C1	-12.5%	-10.1%	-1.1%
NC(=O)c1ccsc1NC(=O)Cc1ccc([N+](=O)[O-])cc1	-25.4%	-26.2%	4.9%
O=C(O)c1ccc(/C=N/Nc2cccc(C(F)(F)F)c2)cc1	1.0%	-3.1%	4.2%
CCN(CC)S(=O)(=O)c1cccc(C(=O)c2c(C)cc3ccccn23)c1	20.6µM*	u	5.5%
O=C(NC(=S)Nc1ccc(CN2CCCCC2)cc1)c1ccco1	-17.5%	3.5%	5.4%
CCC(=O)Nc1sc2c(c1C(N)=O)CCN(C(C)=O)C2	20.8%	-1.7%	5.2%
O=C(c1ccc(N2CCCS2(=O)=O)cc1)N1CCN(c2ccc(F)cc2)CC1	u	-43.0%	-2.9%
CC(C)S(=O)(=O)c1csc(C(=O)NN)c1Cl	-7.6%	1.9%	8.2%
Cc1ccc(-c2csc3ncnc(SCc4ccc(C(=O)O)cc4)c23)cc1	-0.5%	-12.9%	5.4%
COc1ccc(C)cc1S(=O)(=O)N1CCN(C(=O)c2ncoc2-c2ccccc2C)CC1	-17.2%	7.5%	x
CCOC(=O)C1(C)CCN1C(=O)c1ccc(C(=O)OC)cc1 (stereo not drawn)	-24.5%	u	x
CCOC(=O)Nc1ccc2nc(-c3cscn3)[nH]c2c1	5.8µM*	6.51µM*	x
COc1ccc(S(N)(=O)=O)cc1N(C)S(=O)(=O)c1ccccc1	u	u	2.7%
O=c1cc(-c2cccc3ccccc23)[nH][nH]1	-7.9%	-0.1%	7.5%
C=Cc1ccc(Cn2c(C)c(CNCCc3ccccc3C)c(C(=O)O)c2C)cc1	u	u	5.1%
O=c1c(C=Nc2ccc(Oc3ccccc3)cc2)c[nH]n1-c1cccc(Cl)n1	u	u	-1.5%
CC(=O)Nc1ccc(-c2ccnc3c2CC(C(=O)Nc2cccnc2)O3)cc1 (stereo not drawn)	3.66µM*	5.17µM*	x
Cc1ccc(Cl)cc1NC(=O)c1cccc(OC(F)F)c1	-22.6%	-27.5%	1.9%
COCCn1nnnc1C(c1ccccc1OC)N1CCN(c2ccccc2)CC1 (stereo not drawn)	u	u	2.1%
Cc1cc(Oc2ccc(=O)n(C)n2)nc(SCC(N)=O)n1	8.9%	1.3%	x
CCCN1Cc2cccc(C(=O)N3CCN(c4cc(Cl)ccc4C)CC3)c2C1=O	13µM*	u	6.9%

Next section.
smiles	DT40 TDP1 no CPT	DT40 TDP1 CPT	TDP1 inh
COc1ccc(CCN(C)C(=O)CSc2nc3ccccc3c(=O)n2CC2CCCO2)cc1OC (stereo not drawn)	u	u	x
Cc1cc(OCC(=O)O/N=C(\N)c2ccccc2)ccc1Br	12.7%	12.6%	u
Cc1ccc(Cl)c(OCC(=O)N2CCc3ccccc3C2)c1	-4.6%	4.9%	x
CCOc1ccc(S(=O)(=O)N2CCN(C(=O)Cc3n[nH]c(=O)c4ccccc34)CC2)cc1	u	-20.5%	-5.9%
N#C/C(=C\c1ccc(-c2cccc(Cl)c2)o1)C(=O)Nc1cccc2cccnc12	u	u	2.2%
CCN1CCN(c2nc(Nc3cccc(F)c3)nc(N)c2[N+](=O)[O-])CC1	-20.6%	-19.7%	0.0%
CCOC(=O)c1cc(S(=O)(=O)N2CCc3ccccc32)cn1C	2.31µM*	u	-0.4%
Cc1ccc(C(=O)Nc2ccc(O)cc2C(=O)O)cc1	-4.7%	-5.5%	7.1%
COCCn1c(Cc2ccccc2)nnc1SCC(=O)N1CCOCC1	7.4%	-4.2%	5.3%
COc1ccc(C(=O)N2c3ccccc3C=CC2C#N)cc1 (stereo not drawn)	u	-22.9%	5.4%
Cc1noc(C)c1S(=O)(=O)NCC(=O)O	10.8%	3.0%	3.1%
Clc1ccccc1-c1ccc(/C=N/n2cnnc2)o1	3.3%	0.1%	2.1%
O=C(CN1C(=O)NC(c2ccccc2)(c2ccccc2)C1=O)NCC(=O)Nc1ccc(F)cc1	-28.1%	u	-0.3%
CCC1CCCCN1CC(=O)c1c(C)[nH]c2ccc(OC)cc12 (stereo not drawn)	-18.7%	1.1%	2.6%
COc1ccc(-c2cc(CCC(=O)N3CCN(c4cc(C)ccc4C)CC3)[nH]n2)cc1	23.1µM*	u	1.2%[56.1 µM]
Cc1nc2sc3c(c2c(=N)n1N)CC(C)(C)OC3	0.1%	-2.2%	6.4%
COC(=O)C1=NN(c2ccccc2)C2C(=O)N(c3ccccc3OC)C(=O)C12 (stereo not drawn)	0.1%	3.6%	-2.3%
Cc1ccc(OCC(=O)N2CCN(S(=O)(=O)c3ccc(Cl)s3)CC2)cc1C	-26.5%	u	0.1%[56.1 µM]
CCOc1ccc(/C=N/n2c(COc3ccccc3)n[nH]c2=S)cc1OC	u	u	x
COc1ccc(C)cc1NC(=O)c1cc(S(=O)(=O)N2CCCC2)cn1C	-23.3%	-1.6%	x
CC1CCCCN1C(=O)CSc1nnc2c(n1)[nH]c1ccc(F)cc12 (stereo not drawn)	-25.7%	-6.5%	-9.8%
COc1ccc(/C=C(\NC(=O)c2ccc(Cl)cc2)C(=O)NCCCn2ccnc2)cc1OC	-23.1%	-17.4%	x
Cc1nn(CC(C)C(=O)N2CCN(S(=O)(=O)c3ccc(Cl)cc3)CC2)c(C)c1C (stereo not drawn)	-5.5%	9.6%	10.0%
CCC(C(=O)NCc1cccc(Br)c1)n1nc(C)c2c(C)n(-c3ccccc3)nc2c1=O (stereo not drawn)	u	23.1µM*	5.6%
Cc1ccccc1N1CC(C(=O)N2CC(C)OC(C)C2)CC1=O (stereo not drawn)	-5.1%	8.6%	x

Shown with two lines to a compound: entries from further up.
Values in the order: DT40 TDP1 no CPT	DT40 TDP1 CPT	TDP1 inh
- CCOC(=O)c1cc(S(=O)(=O)N2CCc3ccccc32)cn1C
→ 2.31µM*	u	-0.4%
- Cc1ccc(C(=O)Nc2ccc(O)cc2C(=O)O)cc1
→ -4.7%	-5.5%	7.1%
- COCCn1c(Cc2ccccc2)nnc1SCC(=O)N1CCOCC1
→ 7.4%	-4.2%	5.3%
- COc1ccc(C(=O)N2c3ccccc3C=CC2C#N)cc1 (stereo not drawn)
→ u	-22.9%	5.4%
- Cc1noc(C)c1S(=O)(=O)NCC(=O)O
→ 10.8%	3.0%	3.1%
- Clc1ccccc1-c1ccc(/C=N/n2cnnc2)o1
→ 3.3%	0.1%	2.1%
- O=C(CN1C(=O)NC(c2ccccc2)(c2ccccc2)C1=O)NCC(=O)Nc1ccc(F)cc1
→ -28.1%	u	-0.3%
- CCC1CCCCN1CC(=O)c1c(C)[nH]c2ccc(OC)cc12 (stereo not drawn)
→ -18.7%	1.1%	2.6%
- COc1ccc(-c2cc(CCC(=O)N3CCN(c4cc(C)ccc4C)CC3)[nH]n2)cc1
→ 23.1µM*	u	1.2%[56.1 µM]
- Cc1nc2sc3c(c2c(=N)n1N)CC(C)(C)OC3
→ 0.1%	-2.2%	6.4%
- COC(=O)C1=NN(c2ccccc2)C2C(=O)N(c3ccccc3OC)C(=O)C12 (stereo not drawn)
→ 0.1%	3.6%	-2.3%
- Cc1ccc(OCC(=O)N2CCN(S(=O)(=O)c3ccc(Cl)s3)CC2)cc1C
→ -26.5%	u	0.1%[56.1 µM]
- CCOc1ccc(/C=N/n2c(COc3ccccc3)n[nH]c2=S)cc1OC
→ u	u	x
- COc1ccc(C)cc1NC(=O)c1cc(S(=O)(=O)N2CCCC2)cn1C
→ -23.3%	-1.6%	x
- CC1CCCCN1C(=O)CSc1nnc2c(n1)[nH]c1ccc(F)cc12 (stereo not drawn)
→ -25.7%	-6.5%	-9.8%
- COc1ccc(/C=C(\NC(=O)c2ccc(Cl)cc2)C(=O)NCCCn2ccnc2)cc1OC
→ -23.1%	-17.4%	x
- Cc1nn(CC(C)C(=O)N2CCN(S(=O)(=O)c3ccc(Cl)cc3)CC2)c(C)c1C (stereo not drawn)
→ -5.5%	9.6%	10.0%
- CCC(C(=O)NCc1cccc(Br)c1)n1nc(C)c2c(C)n(-c3ccccc3)nc2c1=O (stereo not drawn)
→ u	23.1µM*	5.6%
- Cc1ccccc1N1CC(C(=O)N2CC(C)OC(C)C2)CC1=O (stereo not drawn)
→ -5.1%	8.6%	x

(more compounds)
smiles	DT40 TDP1 no CPT	DT40 TDP1 CPT	TDP1 inh
CC(NC(=O)c1ccco1)C12CC3CC(CC(C3)C1)C2 (stereo not drawn)	-5.9%	u	2.2%
Cc1ccc(-n2nnnc2SCC(=O)N2c3ccccc3NC(=O)C2(C)C)cc1	u	u	7.1%
Cc1cc(NC(=O)C2CC2)n(-c2nc3ccccc3s2)n1	-29.8%	1.9%	3.6%
COc1ccc(CCN=C(N)NS(=O)(=O)c2cc(F)ccc2F)cc1	-22.0%	-18.4%	4.5%[56.1 µM]
COc1cc(NC(=O)c2ccc3snnc3c2)cc(OC)c1	-15.9%	11.5%	x

Source: PubChem (National Center for Advancing Translational Sciences (NCATS))
